SMN2 splice enh: enhancers of SMN2 splice variant expression; HEK293 SMN2-luciferase splicing reporter, luminescence, 30-36 h; Potency, µM (highest dose often 46.1 µM), inactives show top-dose activity change, positive = activation, actives largely listed as activators; 210,000 compounds, 2.8% hits; further: % of control where 0% means no effect; nearly all actives have a fitted effect of over 55% in size
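HEK293 cells carry an SMN2 […]–luciferase reporter in which exon 7 inclusion puts luciferase in frame. Cells were plated 10-12 h before compound addition, then incubated 30-36 h at 37C. ONE-Glo luminescence was read; sodium butyrate at 4.5 mM final served as control.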
aGal spleen mod: inhibitors or activators of human alpha-galactosidase in spleen homogenate | P06280 | human spleen homogenate, 4MU-alpha-Gal fluorescence, 40 min | Potency, µM (doses to about 80 µM), for inactives: at the highest dose activity change, negative = inhibition, actives largely listed as inhibitors | 240,000 compounds, 0.008% hits | AID 2107;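 further: 0% = enzyme with vehicle and -100% = no enzyme basal signal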
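qHTS titration in buffer at pH 5.0. Alpha-galactosidase activity in spleen homogenate was measured via 4-methylumbelliferone release from 1 mM fluorogenic substrate after 40 min at 37C and a pH 10 stop. AC50 came from Hill fits of control-normalized data.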
GAA glycogen mod: inhibitors or activators of human alpha-glucosidase glycogen cleavage; 300,000 compounds, 0.38% hits; Potency, µM (titrated, usually from 76.4 µM), without a hit: at the top dose activity change, negative = inhibition, hits mostly inhibitors; recombinant GAA, glycogen substrate, Amplex Red glucose oxidase fluorescence; AID 2100;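 further: 0% = full enzyme reaction and -100% = no-enzyme basal signal; the screen sought inhibitors and activators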
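Natural-substrate format: glycogen cleavage by 4 nM human enzyme, glucose read by Amplex Red coupling (Ex 573, Em 610 nm). Normalized to enzyme and no-enzyme controls.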
GoLoco inh red: RGS12 GoLoco-Gai1 interaction inhibition | P63096 | Gai1:RGS12 GoLoco peptide FP, rhodamine, 10 min | Potency, µM (series often up to 61.6 µM), for inactives: at the top dose activity, negative = inhibition, actives largely listed as inhibitors | 230,000 compounds, 0.44% hits; active means well fitted inhibition curve with a large enough effect, not every such curve was filed as active; inactive means no such curve, though single readings can be large or run the other way; further: on the % scale 0 is the no-effect control and ±100 the full control effect; nearly all actives have a fitted effect of over 30% in size; many of its hits are not listed in these tables
KDM4E inh: JMJD2E (human) inhibition. JMJD2E catalytic domain, FDH-coupled NADH fluorescence (FDH is formaldehyde dehydrogenase). Potency, µM (doses to about 57.1 µM), for inactives: top-dose activity change, negative = inhibition, hits mostly inhibitors. 230,000 compounds, 1.6% hits. AID 2147; active means well fitted inhibition curve with a large enough effect, not every such curve was filed as active; inconclusive means small, poorly fitted or top-dose-only effect, or another doubt; inactive means no such curve, though single readings can be large or run the other way;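 further: 0% = wells with enzyme and -100% = buffer wells without enzyme; nearly all actives have a fitted effect of over 50% in size; many of its hits are not listed in these tables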
Target sequence (B2RXH2 1-337 limits assumed): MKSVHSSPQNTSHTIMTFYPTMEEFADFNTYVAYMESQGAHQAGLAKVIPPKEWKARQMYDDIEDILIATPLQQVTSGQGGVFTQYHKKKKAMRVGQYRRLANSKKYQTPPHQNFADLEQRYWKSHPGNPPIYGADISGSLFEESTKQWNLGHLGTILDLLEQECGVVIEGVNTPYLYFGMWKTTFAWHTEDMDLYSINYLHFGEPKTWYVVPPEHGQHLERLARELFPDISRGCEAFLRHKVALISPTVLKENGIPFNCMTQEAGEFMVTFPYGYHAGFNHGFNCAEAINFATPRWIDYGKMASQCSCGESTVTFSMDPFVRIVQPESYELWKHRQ
ALDH1A1 inh: inhibitors of human aldehyde dehydrogenase 1A1; Purified ALDH1A1, NADH fluorescence, propionaldehyde substrate; Potency, µM (top dose mostly 75.3 µM), for inactives: at the top dose activity, negative = inhibition, usual class: inhibitors; 220,000 compounds, 7.3% hits; AID 1030; active means well fitted inhibition curve with a large enough effect, not every such curve was filed as active; inconclusive means small, poorly fitted or top-dose-only effect, or another doubt; inactive means no such curve, though single readings can be large or run the other way;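 further: plate controls were no enzyme wells and a reference inhibitor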
Target sequence (P00352 whole entry, looked up): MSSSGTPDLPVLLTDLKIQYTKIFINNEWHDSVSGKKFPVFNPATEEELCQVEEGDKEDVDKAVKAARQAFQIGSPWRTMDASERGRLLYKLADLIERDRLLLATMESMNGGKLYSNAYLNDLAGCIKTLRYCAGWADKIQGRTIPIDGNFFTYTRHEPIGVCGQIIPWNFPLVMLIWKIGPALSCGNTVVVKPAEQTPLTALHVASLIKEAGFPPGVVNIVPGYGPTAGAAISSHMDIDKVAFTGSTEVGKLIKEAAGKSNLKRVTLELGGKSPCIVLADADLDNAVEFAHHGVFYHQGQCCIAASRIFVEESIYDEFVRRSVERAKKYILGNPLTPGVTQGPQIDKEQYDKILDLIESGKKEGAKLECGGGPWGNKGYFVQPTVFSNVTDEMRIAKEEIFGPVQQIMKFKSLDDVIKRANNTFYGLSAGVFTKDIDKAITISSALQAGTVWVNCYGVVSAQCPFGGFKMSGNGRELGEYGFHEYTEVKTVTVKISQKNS
GAA inhib: blocks human lysosomal alpha-glucosidase. Potency, µM (top dose mostly 76.9 µM), for inactives: at the highest dose activity change, negative = inhibition, actives largely listed as inhibitors. 200,000 compounds, 0.005% hits. P10253. purified human GAA, 4-MU-alpha-glucoside fluorescence;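 further: plate controls were uninhibited enzyme wells for no effect and no-enzyme background for full effect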
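Endpoint fluorogenic read: 20 min room-temperature reaction of 4 nM human alpha-glucosidase with 400 uM 4-methylumbelliferyl-alpha-D-pyranoside, pH 5.0, quenched with 1M NaOH/1M glycine pH 10. AC50 from Hill modeling.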
aGlu spleen mod: lysosomal alpha-glucosidase (human) modulation; P10253; human spleen homogenate, 4-MU-alpha-glucoside fluorescence; Potency, µM (highest dose often 79.9 µM), without a hit: at the highest dose activity change, negative = inhibition, most hits filed as inhibitors; 240,000 compounds, 0.006% hits; AID 2112;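 further: 0% = enzyme with vehicle and -100% = no enzyme basal signal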
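Compounds were titrated against alpha-glucosidase in spleen homogenate at pH 5.0, with 1 mM 4-methylumbelliferyl substrate for 40 min at 37 C. Reactions were quenched with pH 10 NaOH/glycine and fluorescence measured.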
Numbers without * were called inactive; ? = inconclusive; . = no result given; [ ] = dose if it differs, or a comment. Unless noted, the call rests on the fitted dose curve; in most records, active means well fitted curve in the direction sought with a large enough effect; inconclusive means small, poorly fitted or top-dose-only effect, or another doubt; inactive means no such curve, though single readings can be large; an effect the other way counts as inactive or inconclusive. Potency means the concentration at half of the fitted maximal effect. An excerpt; count on the stated rates, not on these rows.

SMILES | SMN2 splice enh | aGal spleen mod | GAA glycogen mod | GoLoco inh red | KDM4E inh | ALDH1A1 inh | GAA inhib | aGlu spleen mod
Nc1n[nH]c2c1C1(CCCCC1)Cc1ccccc1-2 | -12.4% | -4.3% | 26.1% | -5.5% | ? | -17.8% | ? | -5.1%
COc1cccc(-c2nc3ccccc3s2)c1 | ? | 3.0% | 0.9% | 4.0% | -18.9% | 8.2% | -0.3% | -5.3%
O=C(NCCc1c[nH]c2ccccc12)/C(=C/c1cccnc1)NC(=O)c1cccs1 | . | -2.2% | 20.9% | 8.5% | -7.8% | 0.1% | 12.2% | 1.8%
CCN(C(=O)COc1cc(=O)n(CC)c2ccccc12)c1cccc(Cl)c1 | 0.9% | 13.1% | 5.7% | 4.8% | -8.1% | 6.31µM* | -1.9% | -1.3%
COc1cc(NC(=O)CCC(=O)O)nc(OC)n1 | -3.4% | -0.1% | 19.1% | -11.1% | -1.1% | 1.3% | -0.8% | -3.5%
Cc1c(C)n(C(=O)CSc2ncn[nH]2)c2ccccc12 | 6.8% | -14.6% | 5.3% | 5.5% | ? | 3.5% | -1.5% | -4.5%
Cc1ccc(S(=O)(=O)N2CCN(CC(=O)N/N=C\C(Cl)=C\c3ccccc3)CC2)cc1 | -9.7% | -0.7% | -12.4% | -2.8% | -11.1% | -7.6% | ? | -5.5%
COC(=O)c1cccc(NC(=O)COC(=O)CSc2nc(C)cc(C)n2)c1 | -14.0% | -1.7% | 3.8% | 15.3% | -7.6% | 4.7% | -1.9% | -2.0%
O=C(NC(=S)N1CCN(c2ccc([N+](=O)[O-])cc2)CC1)c1ccccc1Cl | -14.2% | -4.3% | 1.3% | 13.8% | 7.7% | ? | 2.7% | -5.6%
COCC(C)n1c(=O)sc2ccccc2c1=O (stereo unspecified) | -5.8% | -0.7% | 3.3% | 9.4% | -5.0% | -4.2% | -2.3% | -0.4%
CCOC(=O)Cn1c(S(=O)(=O)Cc2ccc(F)cc2)nc(-c2ccccc2)c1-c1ccccc1 | 7.08µM* | 9.3% | -11.0% | 6.3% | 5.7% | 2.5% | -14.3% | -21.4%
O=C(c1cc2ccccc2oc1=O)N1CCOCC1 | . | 11.7% | 3.9% | -0.5% | -8.6% | . | . | 4.1%
O=C(NCCCl)Nc1cccnc1Cl | 6.2% | 0.9% | -0.5% | 8.0% | -4.3% | 2.2% | 4.2% | -10.0%
COc1ccc(CCN(C)C(=O)C2CCN(Cc3ccccc3)CC2)cc1OC | . | -9.4% | 20.4% | 5.4% | ? | -17.2% | ? | -5.8%
CS(=O)(=O)N1CCC(C(=O)Nc2ccc(F)cc2F)CC1 | -6.2% | 8.7% | 2.1% | -22.5% | 12.3% | 9.8% | 2.8% | 2.3%
Cc1cccc(NCN2C(=O)c3ccncc3C2=O)n1 | -2.6% | -3.4% | 4.4% | 2.4% | ? | 10.6% | 0.5% | 0.1%
c1cc(NC2CC2)nc(-c2ccoc2)n1 | . | 6.4% | . | -21.0% | . | ? | . | 10.5%
CC(C)Cc1oc(C(=O)O)cc1CN1CCOCC1 | 10.7% | 10.4% | 8.5% | 17.0% | 0.0% | 5.5% | -0.9% | 0.5%
COC(=O)c1ccc(C(=O)OC)c(NC(=S)N2CCOCC2)c1 | 2.0% | ? | -10.8% | 12.6% | ? | ? | ? | -0.6%
CCOC(=O)C1=C(C)N=C2c3ccccc3C(=O)C2C1c1ccc(Br)cc1 (stereo unspecified) | ? | 1.2% | -23.9% | 38.0%[activator] | 1.0% | 15.5% | -4.8% | -1.1%
CN(C)S(=O)(=O)c1ccc(Cl)c(C(=O)Nc2ccccc2[N+](=O)[O-])c1 | 17.8%[1.84 µM] | -2.5% | 0.2% | 2.3% | 3.7% | -7.7% | 0.7% | 4.2%
CCCn1c(NC(=O)C2COc3ccccc3O2)nc2ccccc21 (stereo unspecified) | ? | -3.6% | 0.8% | 13.7% | 1.2% | 12.1% | -2.3% | -4.0%
Cc1cc(NC(=O)CS(=O)(=O)c2cn(C)c3ccccc23)no1 | ? | -1.3% | -2.7% | 0.9% | -4.4% | -1.2% | -6.4% | 0.3%
CC1(C)Cc2c(C#N)c(SCCC#N)nc(N3CCOCC3)c2CS1 | -8.5% | -0.1% | -0.7% | -3.7% | 3.2% | ? | -16.0% | -0.5%
O=C(CSc1nc2scc(-c3ccco3)c2c(=O)n1-c1ccccc1)NCC1CCCO1 (stereo unspecified) | 24.3% | -0.1% | 1.5% | 15.3% | -1.7% | 12.6µM* | -9.7% | -1.5%

Entries listed so far printed as active in SMN2 splice enh.
| SMILES | SMN2 splice enh | GoLoco inh red | KDM4E inh | ALDH1A1 inh | GAA inhib | aGlu spleen mod |
| --- | --- | --- | --- | --- | --- | --- |
| CCOC(=O)Cn1c(S(=O)(=O)Cc2ccc(F)cc2)nc(-c2ccccc2)c1-c1ccccc1 | 7.08µM* | 6.3% | 5.7% | 2.5% | -14.3% | -21.4% |

(further entries)
SMILES | SMN2 splice enh | aGal spleen mod | GAA glycogen mod | GoLoco inh red | KDM4E inh | ALDH1A1 inh | GAA inhib | aGlu spleen mod
Cc1cc(Nc2ccc(F)cc2F)n2ncnc2n1 | -0.7% | -4.6% | 7.0% | -1.8% | 0.2% | 5.0% | 3.3% | -2.5%
CCC(O)(CC)C(=O)NN(C(=O)CCl)c1ccccc1 | -21.2% | -0.7% | -2.9% | -0.1% | -0.5% | ? | 4.7% | 7.1%
CC(=O)Nc1cccc(C(=O)Nc2ccccc2N2CCOCC2)c1 | -19.8% | -9.2% | 0.7% | 2.8% | -2.2% | -1.6% | -0.7% | -18.9%
Cc1oc(-c2ccccc2Cl)nc1CSCC(=O)NC1CC1 | -48.0%[inhibitor] | -0.5% | 0.8% | 3.3% | 7.2% | -18.0% | -2.2% | -10.3%
O=C(N/C(=C\c1ccccc1Cl)C(=O)N1CCOCC1)c1ccc([N+](=O)[O-])cc1 | -61.4%[inhibitor] | 4.6% | -1.1% | 5.2% | -1.9% | ? | 2.6% | 1.0%
O=C1/C(=C\c2ccc3c(c2)OCO3)CCC/C1=C/c1ccc2c(c1)OCO2 | -11.4% | 6.5% | -3.1% | 58.8%[activator] | -17.8% | ? | -3.3% | 0.9%
CSc1oc(-c2ccccc2)nc1S(=O)(=O)c1ccc(F)cc1 | -27.5% | 1.6% | 0.9% | -0.5% | -25.8% | -5.2% | -2.9% | 3.7%
CCOC(=O)CNC(=O)Cc1ccc(Cl)cc1 | . | 5.6% | 1.9% | -0.1% | -3.6% | . | . | -12.4%
CCCOC(=O)c1c(NC(=O)/C=C/c2cnn(C)c2C)sc(C(=O)OC)c1C | -5.8% | 5.7% | -4.5% | 8.6% | 5.0% | 10.9% | 1.4% | 7.4%
NC(N)=S | 3.1% | -3.1% | . | 0.8% | . | 1.7% | . | -5.2%
COc1ccc(-n2c(=O)c(-c3cccs3)nc3cnc(Nc4ccccc4)nc32)cc1 | . | -8.9% | . | 43.3%[activator] | . | 0.1% | . | -11.8%
CCCc1cc(=O)[nH]c(Nc2ccc3c(c2)OCCO3)n1 | -3.1% | -0.3% | 9.5% | 0.3% | 9.4% | 12.6% | -0.2% | -8.2%
O=c1[nH]c(SCc2ccccc2Cl)nc2c1CCC2 | 7.9% | 14.2% | 3.5% | 6.0% | -3.2% | -4.5% | 3.0% | -21.9%
Cc1cc(C)n(-c2nc(NCCCO)c3c4c(sc3n2)CCCC4)n1 | -47.9%[inhibitor] | ? | -8.6% | -5.4% | ? | ? | ? | 0.4%
Cc1ccc(SCC(=O)N(C)C2CCS(=O)(=O)C2)cc1 (stereo unspecified) | 3.5% | 6.6% | -10.0% | 50.7%[activator] | 8.7% | 11.2% | 14.1% | 1.2%
CCOC(=O)C1(Cc2ccc(Cl)cc2)CCN(C(=O)c2sc(C)nc2C)CC1 | . | 6.2% | -4.3% | -3.7% | 5.1% | 35.5µM* | 6.8% | 0.0%
COc1cc2[nH]c(=O)n(CCC(=O)N3CCN(Cc4ccc5c(c4)OCO5)CC3)c(=O)c2cc1OC | -2.5% | 7.8% | -12.3% | -9.3% | ? | ? | 5.8% | 6.6%
C=CCSc1nc(O)c(CC)c(=O)n1C(C)CC (stereo unspecified) | 9.2% | 5.7% | -9.4% | 157.7%[activator] | 5.4% | -6.8% | -18.8% | -16.2%
COCCCn1c(=NC(C)=O)c(C#N)cc2c(=O)n3cccc(C)c3nc21 | . | ? | -4.6% | 6.4% | ? | . | . | 22.2%
Cn1cc(CN2C[C@H]3CC[C@H]2C3)c(-c2ccccc2F)n1 | . | -2.3% | 20.3% | 17.9% | 11.7% | -5.9% | 9.3% | -4.0%
CCOC(=O)C1CCCN(C(=S)Nc2cc(C)cc(C)c2)C1 (stereo unspecified) | 19.4% | 3.0% | -5.4% | 11.8% | ? | 7.7% | -1.3% | 9.5%
O=C(CS(=O)(=O)Cc1ccccc1)N1CCN(Cc2ccc3c(c2)OCO3)CC1 | 5.5% | 8.7% | 6.0% | 10.7% | 4.1% | -0.9% | -4.5% | -1.0%
NS(=O)(=O)c1cc(Cl)c(Cl)c(S(N)(=O)=O)c1 | 5.8%[20.6 µM] | 0.0%[29.1 µM] | . | -1.7%[21.6 µM] | -5.9%[25.5 µM] | 14.4%[20.9 µM] | . | -13.1%[29.1 µM]
CN(c1ccc(C(=O)N2CCN(c3ccc(F)cc3)CC2)cc1)S(C)(=O)=O | -25.2% | 6.9% | 2.4% | -14.2% | 0.6% | 11.9% | -6.8% | 5.7%
Cc1cc(C)c(NC(=S)NCCCSC2CCCCC2)c(C)c1 | -64.7%[inhibitor] | -2.3% | 2.5% | -3.2% | 2.1% | ? | -12.0% | -1.6%
COc1ccc(Cl)cc1NC(=O)c1ccccc1C | -5.8% | -3.5% | 3.2% | 2.1% | -6.7% | ? | -7.0% | -0.1%
CCOP(=O)(OCC)c1nc(/C=C/c2ccccc2)oc1NCc1ccc(OC)cc1 | 9.2% | ? | 4.8% | 5.3% | ? | ? | ? | ?
COc1cccc(/C=N/Nc2nc(Nc3ccccc3)nc(-n3nc(C)cc3C)n2)c1O | -7.8% | -6.1% | -0.4% | 5.4% | 20µM* | 6.0% | -6.4% | -4.9%
O=C(CCN1C(=O)c2ccccc2C1=O)C1=NN[C@@H]2C(=O)N(c3ccc4c(c3)OCCO4)C(=O)[C@H]12 | . | 1.1% | 1.3% | 3.7% | -4.4% | . | . | -14.4%
